Screening results (PubChem)
Mdm2 MdmX PPI: inhibitors of human Mdm2/MdmX interaction; SaOS-2 split-luciferase Mdm2/MdmX complementation, luminescence; O15151+Q00987; inhibition, % at 8 µM; AID 485346; actives 3% (n = 330,000);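 active = inhibition of at least 50% at 8 µM in the primary screen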
APJ antag: APJ receptor antagonism. actives 0.32% (n = 330,000). CHO-K1 APJ beta-arrestin complementation, luminescence. AID 2521. inhibition, % at 20 µM. P35414;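 active = inhibition above about 40% at 20 µM, limit read from the data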;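 note: cells challenged with 10 nM apelin-13 agonist together with compound; plate controls were apelin-13 plus DMSO wells for no effect and DMSO wells lacking apelin-13 for full effect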
Target sequence (P35414 whole entry, looked up): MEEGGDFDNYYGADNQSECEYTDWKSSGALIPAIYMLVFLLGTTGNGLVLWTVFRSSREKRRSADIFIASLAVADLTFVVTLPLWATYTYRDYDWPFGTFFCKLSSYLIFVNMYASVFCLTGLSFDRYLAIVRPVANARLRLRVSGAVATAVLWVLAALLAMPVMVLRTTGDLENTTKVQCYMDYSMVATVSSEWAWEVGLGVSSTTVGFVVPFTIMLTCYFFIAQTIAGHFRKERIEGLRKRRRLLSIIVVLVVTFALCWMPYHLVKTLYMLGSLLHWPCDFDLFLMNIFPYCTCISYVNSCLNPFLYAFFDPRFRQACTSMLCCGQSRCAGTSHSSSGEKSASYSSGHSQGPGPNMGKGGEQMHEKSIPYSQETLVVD
APJ ag: activates the human apelin receptor APJ; actives 0.11% (n = 330,000); CHO-K1 APJ PathHunter beta-arrestin, luminescence; 0% DMSO wells, 100% apelin; activation, % at 20 µM; P35414; AID 2520;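 active = activation more than six SD over the plate average, tested at 20 µM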;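 note: 0% = DMSO alone and 100% = apelin-13 at 10 nM; some results filed as inactive read as strong as hits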
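Assay system: CHO-K1 cells stably expressing ProLink-tagged human APJ and arrestin–beta-gal acceptor. Compound dosing: 20 µM single point, 1% DMSO. Times: 16-18 h seeding, 90 min dark compound exposure, 60 min detection. Detection: beta-gal luminescence. Evaluation: APJ–arrestin association signal. Controls: negative DMSO alone, positive Apelin-13 at 10 nM.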
CXCR6 block: blocks human CXCR6 beta-arrestin recruitment; O00574; CHO-K1 PathHunter CXCR6 beta-arrestin, luminescence; inhibition, % at 20 µM; actives 0.36% (n = 360,000); AID 602244; in the data active = inhibition above about 34%, passing the limit was not always enough;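 note: antagonist mode with CXCL16 agonist at 10 nM final; 0% = 10 nM CXCL16 with DMSO and 100% = unstimulated wells without agonist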
Target sequence (O00574 whole entry, looked up): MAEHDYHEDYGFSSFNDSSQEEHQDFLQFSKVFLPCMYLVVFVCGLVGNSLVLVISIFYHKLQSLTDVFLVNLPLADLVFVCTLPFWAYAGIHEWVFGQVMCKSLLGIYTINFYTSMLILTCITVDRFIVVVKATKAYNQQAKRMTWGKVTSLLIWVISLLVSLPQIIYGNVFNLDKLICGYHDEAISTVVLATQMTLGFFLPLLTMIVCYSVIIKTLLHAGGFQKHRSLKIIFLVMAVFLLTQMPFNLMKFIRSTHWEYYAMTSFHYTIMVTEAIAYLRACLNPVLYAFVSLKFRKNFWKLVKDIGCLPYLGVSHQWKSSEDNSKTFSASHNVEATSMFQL
tim23-1 inh: tim23-1 yeast growth inhibition; S. cerevisiae tim23-1 growth, BacTiter-Glo luminescence, 24 h; actives 1.3% (n = 330,000); inhibition, % at 20 µM; AID 463212;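 active = growth inhibition of the mutant yeast at or above 50%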;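 note: temperature-sensitive mutant grown at 25 °C; plate controls were DMSO-treated mutant yeast for no effect and medium wells lacking yeast for full effect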
UPR CHOP act: apoptotic UPR (CHOP) activation; activation, % at 10 µM; actives 0.34% (n = 330,000); CHO-CHOP luciferase reporter, luminescence; percent of tunicamycin response over DMSO baseline;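 active = at 10 µM dose, activation of 40% or more, normalized to positive control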;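 note: 100% = tunicamycin at 10 µg/mL and 0% = DMSO alone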
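Test system: CHO CHOP reporter cells. Input: 500 CHO-CHOP cells per well. Medium: F12 with 10% FBS. Technique: luciferase luminescence. Measure: percent activation relative to tunicamycin control. Dosing: 10 µM compound, 0.5% DMSO. Timing: 16-18 h cell attachment, then 6 h compound exposure, 37 °C.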
tim10-1 inh: inhibits growth of tim10-1 mutant yeast; S. cerevisiae tim10-1 ts strain growth, BacTiter-Glo, 24 h; inhibition, % at 20 µM; AID 463190; actives 2.2% (n = 330,000);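 active = inhibition of at least 40%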;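 note: mutant grown at 25 °C; 0% = DMSO wells with yeast and 100% = wells holding no yeast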
UPR XBP1 act: adaptive UPR (XBP1) activation. CHO-XBP1 luciferase reporter, IRE1-XBP1 UPR activation, luminescence; percent of tunicamycin response, DMSO as zero. actives 0.33% (n = 330,000). AID 463104. activation, % at 20 µM;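 active = versus positive control, 20 µM dose yields 30% or more activation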;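 note: 100% = tunicamycin at 10 µg/mL and 0% = DMSO only wells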
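Material: IRE1-XBP1 luciferase reporter CHO line / Quantity: one thousand reporter cells per well / Buffer or medium: F12 with 10% serum / Compound: 20 µM single concentration, DMSO 1% / Times: 6 h treatment, 37 °C / Detection: Steady-Glo luciferase glow luminescence, 10 min after reagent addition / Benchmarks: tunicamycin high, DMSO low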
TIM10 inh: growth inhibitors of TIM10 yeast strain; S. cerevisiae TIM10 strain growth, BacTiter-Glo luminescence, 24 h; inhibition, % at 10 µM; actives 1.4% (n = 330,000);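 active = inhibition of 40% or more at the single tested concentration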;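 note: wild-type TIM10 isogenic control strain grown at permissive 25 °C; 0% = DMSO yeast wells and 100% = minimal medium wells without yeast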
Numbers without * were called inactive; nt = not tested or not shown.

Second line of a record – Mdm2 MdmX PPI, APJ antag, APJ ag, CXCR6 block, tim23-1 inh, UPR CHOP act, tim10-1 inh, UPR XBP1 act, TIM10 inh
> Cc1nc(SCC(=O)NC2CCCCC2C)nc(C)c1C (configuration not stated)
 : -3, 4, -2, 1, 8, 1.2, -2, -6, -2
> CCOc1ccc(C(C)NC(=O)c2cccs2)cc1OCC (configuration not stated)
 : 27, -14, -1, 2, 3, 1.0, -15, -3, -16
> COC(=O)CP(=O)(c1ccccc1)c1ccccc1
 : -23, 6, -2, -7, 10, -0.7, -1, 2, 2
> CC(=O)NC1=NN(C(C)=O)C(C)(c2cccs2)S1 (configuration not stated)
 : 55*, -16, -2, 1, 8, -1.5, 6, -2, -8
> O=C(Cn1cnc2c(NC(=O)OCc3ccccc3)ncnc21)NCCN1CCOCC1
 : -2, 8, -3, 3, 8, 1.4, -1, -2, -5
> CS(=O)(=O)c1cnc(-c2ccccc2)nc1-c1ccc(Cl)c(Cl)c1
 : 10, 18, -1, -5, 4, -1.8, -8, 4, -3
> Cc1ccc(/C=N/NC(=O)Cn2cncn2)cc1
 : 6, -2, 2, 0, 9, 0.4, 11, 1, -1
> CN(Cc1ccco1)C(=O)CN1C(=O)NC2(CCCC2)C1=O
 : 16, -2, -3, 2, 16, -1.9, 11, -5, 2
> Cc1nc2ccc(Cc3ccc4nc(C)[nH]c4c3)cc2[nH]1
 : 28, 14, 0, -7, 7, -1.0, 26, -6, 18
> S=C(NNc1cccc(Cl)c1)NC1CCCCC1
 : -9, 4, 5, -5, 40, 0.2, 49*, 0, 61*
> O=C(NCc1ccc(Cl)cc1Cl)c1ccccn1
 : -6, 17, -2, -5, 17, 0.8, 3, -2, 0
> CCc1ccc(OCC(=O)NC(NC(=S)Nc2ccccc2)C(Cl)(Cl)Cl)cc1 (configuration not stated)
 : 43, -30, 3, -12, 2, 4.1, 23, 0, -3
> COc1cccc(OCCNc2cc(N3CCCCC3)ccc2[N+](=O)[O-])c1
 : 8, 24, -6, 28, -7, 1.6, 15, 1, 28
> O=C1c2ccccc2S(=O)(=O)N1CCOc1ccccc1
 : 19, 7, -4, 6, 13, 5.8, 11, 1, -5
> CCC1CCCCN1CCCNC(=O)C1CCC(CNS(=O)(=O)c2c(C)cc(C)cc2C)CC1 (configuration not stated)
 : 41, 20, -3, 3, 0, 1.6, -6, -6, -9
> O=C(c1cnn(-c2ccccc2)c1)c1cc(F)ccc1O
 : -10, 5, -3, -10, 17, 4.4, 2, 7, -6
> Clc1ccc(N2CCN(c3ccnc(Cl)n3)CC2)cc1
 : 16, 1, -5, -10, 14, -0.5, 11, -2, 12
> O=C(COc1ccccc1)N(CCc1ccccc1)c1nc(-c2ccc(F)cc2)cs1
 : 9, 6, -3, 7, -3, 0.6, 17, -4, -9
> O=C(NCc1ccc(S(=O)(=O)Nc2ccccc2Cl)s1)c1ccccc1
 : 27, -16, -1, 1, 7, 0.3, 4, -3, -1
> COc1cc2[nH]c3c(N4CCN(c5ccccn5)CC4)ncnc3c2cc1OC
 : 69*, -1, 6, -5, 21, -2.8, 18, 7, 16

Printed as active in Mdm2 MdmX PPI (from the list above):
Molecule | Mdm2 MdmX PPI | APJ antag | CXCR6 block | tim10-1 inh | UPR XBP1 act
CC(=O)NC1=NN(C(C)=O)C(C)(c2cccs2)S1 (configuration not stated) | 55* | -16 | 1 | 6 | -2
COc1cc2[nH]c3c(N4CCN(c5ccccn5)CC4)ncnc3c2cc1OC | 69* | -1 | -5 | 18 | 7

Going on with the list.
Second line of a record – Mdm2 MdmX PPI, APJ antag, APJ ag, CXCR6 block, tim23-1 inh, UPR CHOP act, tim10-1 inh, UPR XBP1 act, TIM10 inh
> O=C(CSc1nnc(C2CC2)n1-c1ccccc1)NCCc1ccc(F)cc1
 : 15, 2, -2, 4, 8, -1.8, -3, -5, -2
> CC(=O)N1CCN(c2ccc(NC(=O)c3ccc4ccccc4c3)cc2)CC1
 : -6, 0, -2, 4, 14, 2.0, 10, -1, 11
> CC(C)C(NC(=O)c1ccc(Cl)cc1Cl)C(=O)N1CCN(S(=O)(=O)c2ccccc2)CC1 (configuration not stated)
 : 25, -7, 3, 4, 28, -0.5, 21, -3, 18
> COc1cc(NC(=O)c2cc(CC(C)C)on2)c(OC)cc1Cl
 : -5, 5, -2, 8, 36, -1.3, 19, -1, 9
> CCOC(=O)NC(=O)C(=CNc1cccc(C)c1)C(=O)NC(=O)OCC
 : 25, 6, 1, 2, 15, -1.0, -7, -2, -15
> COc1ccc(S(=O)(=O)N2CCCOC2CNC(=O)C(=O)NCCCn2ccnc2)cc1 (configuration not stated)
 : -37, 1, -1, -9, 11, -0.3, 19, 0, 18
> O/N=C1/CCc2nonc2/C1=N/O
 : -2, -15, 1, -7, -10, 3.8, -20, -3, 4
> Cc1sc2nc[nH]c(=O)c2c1-c1ccc(Cl)cc1
 : 12, 18, -4, 16, 33, -1.0, 37, 0, 19
> Cc1ccc(NC(=O)c2ccc(OC(=O)c3ccco3)cc2)cc1
 : -26, -12, 1, -14, -5, 3.1, -1, 6, -7
> CCOC(=O)CSc1nc2ccccc2c(=O)[nH]1
 : 11, 24, -4, 2, -9, -0.2, -3, -4, -8
> CN(C)C(=O)c1nc2ccc(Cl)cn2c1CN1CCCC(OCc2ccccc2)C1 (configuration not stated)
 : 8, 2, -1, 13, 20, -2.5, 12, -3, -7
> COCc1cc(C)nc(OCC(=O)N/N=C/c2ccc(-c3cc([N+](=O)[O-])ccc3C)o2)c1C#N
 : -16, 11, -3, 15, 14, -1.0, 22, 2, 7
> CC(=O)c1nc2ccccc2n1Cc1ccccc1
 : 4, 17, 0, 1, 4, 3.0, 4, 2, 11
> Brc1ccc(OCCOc2cccc3cccnc23)cc1
 : -4, 11, -1, -4, 1, 4.2, 7, 1, 7
> CCc1ccc(N(C(C)=O)c2nc(CCl)cs2)cc1
 : 20, -12, -2, 3, 16, -0.5, 15, 1, 11
> CCCN1C2CCCC1CC(NC(=O)NC13CC4CC(CC(C4)C1)C3)C2 (configuration not stated)
 : 6, 9, -2, -7, -17, -0.1, -12, -1, -8
> Cc1cc(C)nc(SCc2nnc(SCC(=O)N3CCCc4ccccc43)o2)n1
 : -27, 4, 2, 9, 31, 5.2, 16, -1, 2
> O=C(Nc1ccc(-n2cnnn2)cc1)c1cn2ccccc2n1
 : -24, -7, -4, 6, -28, 3.2, -8, 3, -37
> CCNc1nc(Cl)nc(NCCOc2ccc(C)cc2)n1
 : -14, -16, 6, 13, 14, 1.9, -6, 1, 11
> CCCOc1ccc2[nH]cc(C(=O)O)c(=O)c2c1
 : -11, 6, 1, 0, 0, -0.4, 4, -1, 10

Next records follow:
Second line of a record – Mdm2 MdmX PPI, APJ antag, APJ ag, CXCR6 block, tim23-1 inh, UPR CHOP act, tim10-1 inh, UPR XBP1 act, TIM10 inh
> Cc1ccc(NC(=O)CCl)cc1S(=O)(=O)N1CCCCCC1
 : 97*, 3, -3, 0, 29, 34, 6, -4, 1
> Cc1cc(Nc2ccc(N3CCC(C)CC3)cc2)n2ncnc2n1
 : 7, -11, -4, -6, 21, -1.2, 26, -5, 9
> N#C/C(C(=O)NCc1ccccc1)=C1/SC(Cc2ccc(Cl)cc2)C(=O)N1c1ccccc1 (configuration not stated)
 : -2, 9, -3, 1, -20, -1.9, 13, 1, 4
> NC(=O)c1ccc(-n2nnnc2SCC(=O)Nc2ccc(F)cc2)cc1
 : 27, 8, -2, 1, -2, -0.2, -18, -1, 12
> CC1CCc2c(sc3ncn(CC(=O)N4CCCCC4)c(=O)c23)C1 (configuration not stated)
 : 10, 9, -1, -7, 4, 0.5, 11, -1, 9
> CCN(CC)S(=O)(=O)c1cccc(-c2nnc(SCC(=O)NC3CCCCCC3)n2N)c1
 : 1, 8, -2, -5, 4, -2.3, -12, 4, 1
> O=C(Nc1cccc(Cl)c1)N1CCN2C(=O)c3ccccc3C12c1ccccc1 (configuration not stated)
 : 22, 0, -1, 11, 26, -1.2, 23, -6, 23
> CSCCC(NC(=O)c1ccccc1)c1nc(-c2ccccc2)no1 (configuration not stated)
 : 0, 1, 1, nt, 24, -0.2, 14, 0, 19
> CCCN(CCC)C(=S)NC(=O)c1ccc(-c2ccccc2)cc1
 : 55*, 45*, -8, 23, 32, 3.8, 42*, 4, 44*
> Cc1ccc(NC(=O)C2CC(=O)N(c3ccc4c(c3)OCCO4)C2)cc1S(=O)(=O)N(C)C (configuration not stated)
 : 3, -21, 10, 0, -1, 0.7, -7, -6, 6
> Cc1ccc(S(=O)(=O)N2CCN(C(=O)COc3ccc(NC(=O)c4ccco4)cc3)CC2)cc1
 : -2, 1, 3, -5, -2, -0.9, 1, -2, -12
> Cc1nc(NCc2cccnc2)c2c3c(sc2n1)CC(C)CC3 (configuration not stated)
 : -17, 7, -4, 6, 44, 1.2, 27, 5, 28
> COc1ccc(S(=O)(=O)Nc2ccc(N3CCOCC3)cc2)cc1
 : 22, 4, -4, -15, 5, 1.6, -8, -1, -5
> O=C(C1CC1)N1CCc2cc(S(=O)(=O)NC3CCN(Cc4ccccc4)CC3)ccc21
 : 12, 18, 2, -11, 13, -0.3, 12, -4, 6
> O=C(CN(C(=O)CCC(=O)Nc1ccccn1)c1ccccc1F)NCc1ccc2c(c1)OCO2
 : -14, 13, -4, 2, 0, -0.5, 8, -5, -10
> c1ccc2c(Nc3nc4c(s3)CCCC4)cccc2c1
 : -182, -18, 1, 2, 28, 5.0, 36, 5, 16
> COc1ccccc1/C=[N+](\[O-])C1SC(=S)N(C)C1(C)C (configuration not stated)
 : 14, 9, -4, 4, 13, 1.1, 14, -3, 14
> Cc1ccc(S(=O)(=O)Nc2ccc(O)c3cccnc23)cc1
 : 42, -18, 2, -29, 28, 2.9, 24, 1, 2
> CN1CCN(C(=O)CN(c2ccccc2)S(=O)(=O)N(C)C)CC1
 : -33, 6, -3, nt, 6, -0.8, 4, 0, 15

Some of the compounds tested; count on the stated rates, not on these rows.
